TDP1 cell noCPT – qHTS for Inhibitors of human tyrosyl-DNA phosphodiesterase 1 (TDP1): qHTS in cells in absence of CPT; DT40 Tdp1-/- hTDP1 cells, no CPT, ATP luminescence, 48 h; Potency, µM (series often up to 46.2 µM), for inactives: top-dose activity change, negative = growth inhibition, actives largely listed as inhibitors; 15% of 420,000 active; AID 686978, 2013; note: nearly all actives have a fitted effect of over 55% in size
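Stably hTDP1-transfected Tdp1-null chicken DT40 cells were treated with library compounds minus camptothecin and grown for at least 48 hr at 37 °C, after which cellular ATP was quantified by luminescence.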
TDP1 inh – qHTS Assay for Inhibitors of Tyrosyl-DNA Phosphodiesterase (TDP1) | recombinant TDP1, AlphaScreen DNA substrate cleavage | Potency, µM (doses to about 130 µM), inactives show at the highest dose activity change, negative = inhibition, hits mostly inhibitors | Tyrosyl-DNA phosphodiesterase 1 (Homo sapiens), Q9NUW8 | 0.28% of 350,000 active; note: nearly all actives have a fitted effect of over 40% in size
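Here, a 5' biotin and 3' phosphotyrosine-FITC DNA oligonucleotide reports Tdp1 activity: intact substrate bridges AlphaScreen beads, while cleavage leaves a 3' phosphate and drops signal. All incubations at room temperature.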
KAT2A inh – qHTS Assay for Inhibitors of GCN5L2; Potency, µM (top dose mostly 58.9 µM), for the others: at the top dose activity change, negative = inhibition, actives largely listed as inhibitors; AID 504327, 2011; 0.21% of 390,000 active; GCN5L2 HAT assay, ThioGlo1 CoA-SH fluorescence
Target sequence (Q92830 whole entry, looked up): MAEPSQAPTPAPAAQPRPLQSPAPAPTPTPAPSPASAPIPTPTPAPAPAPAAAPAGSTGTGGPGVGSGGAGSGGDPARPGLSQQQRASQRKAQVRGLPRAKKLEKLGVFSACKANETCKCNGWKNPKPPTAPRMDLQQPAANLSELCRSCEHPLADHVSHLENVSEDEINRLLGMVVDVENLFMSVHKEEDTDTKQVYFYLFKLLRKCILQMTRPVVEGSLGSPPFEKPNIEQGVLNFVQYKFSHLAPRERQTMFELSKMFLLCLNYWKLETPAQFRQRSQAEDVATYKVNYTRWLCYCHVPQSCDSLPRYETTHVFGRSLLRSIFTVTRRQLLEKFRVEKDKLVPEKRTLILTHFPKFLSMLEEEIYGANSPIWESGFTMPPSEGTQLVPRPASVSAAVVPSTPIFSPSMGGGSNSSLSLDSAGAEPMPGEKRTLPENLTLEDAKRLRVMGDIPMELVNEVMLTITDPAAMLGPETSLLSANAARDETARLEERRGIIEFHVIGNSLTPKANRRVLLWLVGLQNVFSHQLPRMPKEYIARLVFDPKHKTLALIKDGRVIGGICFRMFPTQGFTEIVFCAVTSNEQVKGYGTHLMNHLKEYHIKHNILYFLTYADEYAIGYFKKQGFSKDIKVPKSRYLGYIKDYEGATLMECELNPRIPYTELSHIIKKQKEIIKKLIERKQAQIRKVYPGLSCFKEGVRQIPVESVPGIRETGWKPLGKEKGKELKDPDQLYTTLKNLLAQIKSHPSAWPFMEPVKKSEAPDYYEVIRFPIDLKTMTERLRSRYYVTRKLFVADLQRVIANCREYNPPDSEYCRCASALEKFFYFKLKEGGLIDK
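qHTS, 1536-well. 20nM enzyme, pH 7.5 HEPES/EDTA/Tween-20 buffer; 15 min compound preinc., RT. Start: 75uM H3(1-25), 70uM AcCoA, 50uM ThioGlo1. Read Ex340/Em540 at t=0 (autofluorescence flag) and t=20 min.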
* = called active by the depositor; ? = inconclusive; . = not tested or not shown; & = joins results of further samples; [ ] = dose if it differs, or a comment. Calls come from the whole dose curve; as a rule, active = well fitted curve in the direction sought with a large enough effect; inconclusive = small, poorly fitted or top-dose-only effect, or another doubt; inactive = no such curve, though single readings can be large; an effect the other way counts as inactive or inconclusive. % is set by controls: 0 for no effect and ±100 for the full control effect; potency is the fitted concentration of half-maximal effect.

SMILES	TDP1 cell noCPT	TDP1 inh	KAT2A inh
[O-][Cl+]O	.	6%	.
CC/C=C\C[C@@H](/C=C/C=C\C/C=C\C/C=C\CCCC(=O)O)OO	.	3%	.
c1ccc(N=NNc2ccccc2)cc1	.	25%	.
C[N+](=O)[O-]	.	3%	.
Cl/C=C/CCl	.	8%	.
Nc1ccc([N+](=O)[O-])cc1[N+](=O)[O-]	.	17%	.
NC1CCC(CC2CCC(N)CC2)CC1 (stereo not given)	.	7%	.
C#CCO	.	6%	.
C[C@@H]1O[C@@H](O[C@H]2C[C@@H](O)[C@]3(CO)[C@H]4[C@H](O)C[C@]5(C)[C@@H]([C@@H]6COC(=O)C6)CC[C@]5(O)[C@@H]4CC[C@]3(O)C2)[C@H](O)[C@H](O)[C@H]1O	.	-10%[56.1 µM]	.
ClCBr	.	15%	.
CCCCOC(C)=O	.	13%	.
Nc1ccc(-c2ccc(N)c(Cl)c2)cc1Cl	.	14%	.
C/C=C1/C[C@@H](C)[C@@](C)(O)C(=O)OCC2=CCN3CC[C@@H](OC1=O)[C@@H]23	.	1%	.
CCCCOCC1CO1 (stereo not given)	.	-11%	.
Clc1nc(Cl)nc(Nc2ccccc2Cl)n1	.	6%	.
O=C(O)c1cccc(Cl)c1	.	6%	.
CCOC(=O)c1ncn2c1CN(C)C(=O)c1cc(N=[N+]=[N-])ccc1-2	.	10%	.
CCCN1CCC[C@@H](c2cccc(C#N)c2)C1	.	10%[56.1 µM]	.
C=C(CC1(C(C)NP(=O)(c2ccccc2)c2ccccc2)CC1)c1ccccc1 (stereo not given)	.	10%	.
CNC(=O)[C@@H]1C[C@H]1[C@@H](NP(=O)(c1ccccc1)c1ccccc1)c1ccccc1	.	7%	.
COC(=O)C12C/C=C\Cc3ccccc3[C@@H]1CNC2=O (stereo not given in full)	.	7%	.
CCOC(=O)C1OC1(C)c1ccccc1 (stereo not given)	.	10%	.
CN1CC[C@@]2(C)c3cc(O)ccc3N(C)C2O1 (stereo not given in full)	.	3%	.
CCCCCCCCCCCCCCC[C@@H](O)[C@@H](N)COP(=O)(O)O	.	6%	.

A portion from further up:
SMILES	TDP1 cell noCPT	TDP1 inh	KAT2A inh
COC(=O)C12C/C=C\Cc3ccccc3[C@@H]1CNC2=O (stereo not given in full)	.	7%	.
CCOC(=O)C1OC1(C)c1ccccc1 (stereo not given)	.	10%	.
CN1CC[C@@]2(C)c3cc(O)ccc3N(C)C2O1 (stereo not given in full)	.	3%	.

The main list resumes, repeating the 5 entries before the break.
SMILES	TDP1 cell noCPT	TDP1 inh	KAT2A inh
CNC(=O)[C@@H]1C[C@H]1[C@@H](NP(=O)(c1ccccc1)c1ccccc1)c1ccccc1	.	7%	.
COC(=O)C12C/C=C\Cc3ccccc3[C@@H]1CNC2=O (stereo not given in full)	.	7%	.
CCOC(=O)C1OC1(C)c1ccccc1 (stereo not given)	.	10%	.
CN1CC[C@@]2(C)c3cc(O)ccc3N(C)C2O1 (stereo not given in full)	.	3%	.
CCCCCCCCCCCCCCC[C@@H](O)[C@@H](N)COP(=O)(O)O	.	6%	.
Clc1ccccc1	.	1%	.
O=S(=O)(Cl)c1ccccc1	.	21%	.
[O-][Br+2]([O-])O	.	13%&4%	.
N#CSCSC#N	.	16%	.
CC(O)CCl (stereo not given)	.	5%	.
Cc1ccc([N+](=O)[O-])cc1C	.	17%	.
O=C1NO[C@H]2[C@@H]1CN[C@@H]2C(=O)O	.	7%	.
CCCCC/C=C\C/C=C\CCCCCCCCCC(=O)NCCc1ccc(O)c(O)c1	.	6%	.
CC(C)CON=O	.	5%	.
O=P1(Oc2ccccc2)CC=CC(COCc2ccccc2)O1 (stereo not given)	.	8%	.
Brc1cccc(-c2ccccc2)c1	.	1%	.
O=Cc1ccc(Cl)cc1Cl	.	16%	.

Record cards, as listed above:
`CCCCC/C=C\C/C=C\CCCCCCCCCC(=O)NCCc1ccc(O)c(O)c1` across the screens: TDP1 cell noCPT: .; TDP1 inh: 6%; KAT2A inh: .
`O=Cc1ccc(Cl)cc1Cl` across the screens: TDP1 cell noCPT: .; TDP1 inh: 16%; KAT2A inh: .

(list continues)
SMILES	TDP1 cell noCPT	TDP1 inh	KAT2A inh
CC/C=C\C/C=C\C/C=C\C/C=C\C/C=C\CCCC(=O)NCCO	.	6%	.
COC(=O)[C@H]1C(=O)c2ccccc2O[C@@](C(=O)OC)(c2ccccc2)[C@@H]1c1ccccc1	.	3%[21 µM]	.
C=C(C)C(N)=O	.	16%	.
O=C(O)C1C2CCC(O2)C1C(=O)O (stereo not given)	.	-10%	.
O=C(Cl)OCc1ccccc1	.	9%	.
CC1Cc2cc3c(cc2C(c2ccc(N)cc2)=NN1)OCO3 (stereo not given)	.	13%	.
NCC#Cc1ccccc1	.	5%[56.1 µM]	.
COC(=O)[C@@]1(Cc2ccccc2)[C@H]2c3cc(C(=O)N(C)C)[nH]c3C[C@H]2CN1C(=O)c1ccccc1	.	12%	.
CC(=O)CC(C)C	.	15%	.
CCCCOCCOP(=O)(OCCOCCCC)OCCOCCCC	.	10%	.
O=[N+]([O-])/C=C/c1ccc2c(c1)OCO2	.	.	-30%
CCCCCCCC/C=C\CCCCCCCC(=O)OC[C@@H](COP(O)(O)=S)OC	.	.	5µM*
CC(=O)O[C@H]1C[C@H](O[C@H]2[C@@H](O)CC(O[C@H]3[C@@H](O)C[C@H](O[C@H]4CC[C@@]5(C)[C@H](CC[C@@H]6[C@@H]5CC[C@]5(C)[C@@H](C7=CC(=O)OC7)CC[C@]65O)C4)O[C@@H]3C)O[C@@H]2C)O[C@H](C)[C@H]1O[C@@H]1O[C@H](CO)[C@@H](O)[C@H](O)[C@H]1O (stereo not given in full)	.	.	5%
O=C(O)c1ccccc1NC(=O)C1C2CCC(O2)C1C(=O)O (stereo not given)	.	.	-9%
NS(=O)(=O)c1ccc(-c2ccc(C=C3C(=O)NC(=S)NC3=O)o2)cc1	.	.	-9%
CCOC(=O)/C=C(C)/C=C/CC(C)CCCC(C)C (stereo not given)	.	.	1%
C[C@@H]1O[C@@H](O[C@H]2C[C@@H](O)[C@]3(CO)[C@@H]4C(CC[C@]3(O)C2)[C@@]2(O)CC[C@H]([C@@H]3COC(=O)C3)[C@@]2(C)C[C@H]4O)[C@H](O)[C@H](O)[C@H]1O (stereo not given in full)	.	.	-11%
CN1C(=O)C(=Cc2ccc(-c3cccc(Cl)c3)o2)C(=O)N(C)C1=O	.	.	-12%
COC(=O)C1=CN(c2ccc(C(C)(C)C)cc2)C(N)=C(C#N)C1c1cccc([N+](=O)[O-])c1 (stereo not given)	23µM*	.	.
COc1cccc(C(c2nnnn2C2CCCC2)N2CCC3(CC2)C(=O)NCN3c2ccccc2)c1OC (stereo not given)	15µM*	.	.
N#CC1c2ccccc2-n2nncc2CN1Cc1cc(Cl)cc(Cl)c1 (stereo not given)	1.8µM*	.	.
COc1cc2[nH]c(C)c(CCN3CCN(c4ccccc4)CC3)c2cc1OC	?	.	.
C[C@@H]1CN([C@@H](C)CO)C(=O)c2c(c3ccccc3n2C)-c2ccccc2CO[C@H]1CN(C)S(=O)(=O)c1ccc(C#N)cc1	?	.	.
CCCCC[C@@H]1CCCCC[C@@H](O)C[C@@H](O)[C@@H](O)/C=C/C(=O)O1	-34%	.	.
C[C@]1(O)CCC2C3CC[C@H]4C[C@@H](OC(=O)[C@@H](N)CCCCN)CC[C@]4(C)C3CC[C@@]21C (stereo not given in full)	26µM*	.	.
O=C1NCN(c2ccccc2)C12CCN(C(c1cc3ccccc3o1)c1nnnn1C1CCCC1)CC2 (stereo not given)	?	.	.
c1ccc(N2[C@@H]3CC[C@H]2c2ccccc2C3)cc1	?	.	.
COC(=O)C1(C(=O)OC)C[C@H](c2ccc(OC)cc2)N(Cc2ccccc2OC)[C@@H]1c1cccs1	21µM*	.	.
COc1c(OP2(=S)OCC(C)(C)CO2)cnn(C2CCCCC2)c1=O	21µM*	.	.
c1cc(OCCN2CC2)ccn1	7.3µM*	.	.
COc1ccc(C2C=C(C)Oc3c2c(=O)oc2ccccc32)cc1OC (stereo not given)	?	.	.
COc1ccc2nc(-c3ccc(CN4CCC(n5c(=O)[nH]c6ccccc65)CC4)cc3)c(-c3ccccc3)nc2c1	15µM*	.	.
CCCCCc1cc(O)c2c(c1)OC(C)(C)[C@@H]1CCC(C)=C[C@@H]21	?	.	.
CC12CCC(=O)C=C1CCC1C2C(O)CC2(C)C(O)CCC12 (stereo not given)	-15%	.	.
C[C@@H]1CNC(=O)c2c(C(=O)Nc3ccc(CNC(=O)OC(C)(C)C)cc3)ncn21	9.2µM*	.	.
CN1Cc2ccccc2-n2nncc2C1	1%	.	.
COC(=O)C1C2c3ccccc3C(c3ccccc32)C1(C)C(=O)OC (stereo not given)	-19%	.	.
O=C(C1CCCCC1)N1Cc2ccccc2-n2nncc2C1	-111%	.	.
C[C@@H]1CN([C@H](C)CO)C(=O)CCCn2nncc2CO[C@H]1CN(C)C(=O)Oc1cccc2ccccc12	-26%	.	.
CC12CCC3C(CCC4CC(=O)OCC43C)C1CCC2O (stereo not given)	-5%	.	.
COc1ccc([C@H]2C[C@H](O)[C@@H](n3cc(COC(=O)c4ccccc4)nn3)CN2Cc2cccs2)cc1	?	.	.
O=C1NCN(c2ccccc2)C12CCN(C(c1ccnc3ccccc13)c1nnnn1C1CCCC1)CC2 (stereo not given)	?	.	.
CCOc1ccc(C=C2C(=O)NC(=S)NC2=O)cc1OCC	-4%	.	.
CCC(c1nnnn1-c1ccc(OC)cc1)N1CCC(n2c(=O)[nH]c3ccccc32)CC1 (stereo not given)	?	.	.
O=C1c2ccccc2-n2nnc(-c3ccccc3)c2C2c3ccccc3CCN12 (stereo not given)	7.3µM*	.	.
CCC(=O)OC(Cc1ccccc1)(c1ccccc1)C(C)CN(C)C (stereo not given)	-22%	.	.
CC(O)C1C=CC=CC(=O)OC2CC3OC4C5OC5(C)CCC4(COC(=O)C4OC4(C)C(O)CO1)C2(C)C31CO1 (stereo not given)	0.052µM*	.	.
COc1ccc(-n2nnnc2C(CCc2ccccc2)N2CCC3(CC2)C(=O)NCN3c2ccccc2)cc1 (stereo not given)	?	.	.

Structures shown so far that have an NH in an aromatic ring, in the order listed:
SMILES	TDP1 cell noCPT	TDP1 inh	KAT2A inh
COC(=O)[C@@]1(Cc2ccccc2)[C@H]2c3cc(C(=O)N(C)C)[nH]c3C[C@H]2CN1C(=O)c1ccccc1	.	12%	.
COc1cc2[nH]c(C)c(CCN3CCN(c4ccccc4)CC3)c2cc1OC	?	.	.
COc1ccc2nc(-c3ccc(CN4CCC(n5c(=O)[nH]c6ccccc65)CC4)cc3)c(-c3ccccc3)nc2c1	15µM*	.	.
CCC(c1nnnn1-c1ccc(OC)cc1)N1CCC(n2c(=O)[nH]c3ccccc32)CC1 (stereo not given)	?	.	.

Next results.
SMILES	TDP1 cell noCPT	TDP1 inh	KAT2A inh
Cc1ccc(S(=O)(=O)N2Cc3cnnn3-c3ccccc3C2C#N)cc1 (stereo not given)	-5%	.	.
Cc1ccc(N2CCNCC2C)cc1 (stereo not given)	?	.	.
CC12CCC(=O)C=C1CCC1C2CCC2(C)C(O)(C(=O)CO)CCC12O (stereo not given)	-21%	.	.
O=C1NC(=S)NC(=O)C1=Cc1c(Cl)cccc1Cl	16µM*	.	.

From PubChem BioAssay

Not all compounds are listed; count on the stated rates, not on these rows.
